Rac1 act GTP bind: human Rac1 activated mutant GTP binding change; P63000; GST-Rac1 activated beads, fluorescent GTP binding, flow cytometry; actives lie on both sides; 100% means binding = to untreated wells; percent activity (GTP binding), % at 10 µM; 190,000 tested, 0.11% active; AID 764;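 active means GTP binding at least 20 percentage points away from the 100% baseline, in either direction, so actives lie on both sides; inconclusive means Compound likely fluorescent itself, or too few beads counted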
ABCG2 block: human ABCG2 inhibition, ABCB1 as counter-screen; 190,000 tested, 0.1% active; inhibition, % at 6.6 µM; IgMXP3 cells, JC-1 efflux, flow cytometry;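 active means inhibition above 80%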;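 further: 0% = DMSO and 100% = nicardipine control wells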
Target sequence (Q9UNQ0 whole entry, looked up): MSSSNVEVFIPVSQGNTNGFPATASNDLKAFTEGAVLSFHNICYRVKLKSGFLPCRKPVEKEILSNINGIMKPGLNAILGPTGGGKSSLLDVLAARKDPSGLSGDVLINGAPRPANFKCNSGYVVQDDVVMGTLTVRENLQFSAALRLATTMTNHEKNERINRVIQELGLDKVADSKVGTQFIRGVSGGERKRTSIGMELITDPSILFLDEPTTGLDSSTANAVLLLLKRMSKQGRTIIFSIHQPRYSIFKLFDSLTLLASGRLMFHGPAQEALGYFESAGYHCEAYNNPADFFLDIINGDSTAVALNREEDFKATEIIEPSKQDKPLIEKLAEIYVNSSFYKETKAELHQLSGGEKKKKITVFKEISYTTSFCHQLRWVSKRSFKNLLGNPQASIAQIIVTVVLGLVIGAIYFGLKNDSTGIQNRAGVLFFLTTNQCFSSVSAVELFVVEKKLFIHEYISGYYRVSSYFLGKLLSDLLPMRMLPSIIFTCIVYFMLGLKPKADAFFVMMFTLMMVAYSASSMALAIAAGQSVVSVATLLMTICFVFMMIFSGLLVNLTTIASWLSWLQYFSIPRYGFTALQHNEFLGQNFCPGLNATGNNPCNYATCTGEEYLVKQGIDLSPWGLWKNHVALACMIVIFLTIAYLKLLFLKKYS
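Incubation: cells with compound and JC-1, 10 min at 25 °C, rotating, no wash / Test system: IgMXP3 (ABCG2) plus far-red-tagged CCRF-Adr (ABCB1) cells / Compound dosing: one concentration, 6.6 µM final / Also added: JC-1 fluorescent substrate / Evaluation: efflux inhibition in percent versus controls / Detection: flow cytometry, 530 nm JC-1 signal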
HRas wt GTP: modulators of GTP binding to human HRas wildtype | GTP binding activity, % at 10 µM | P01112 | 190,000 tested, 0.14% active | GST-Ras wt beads, Bodipy-FL-GTP binding, flow cytometry; actives lie on both sides;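 active means GTP binding activity at least 20% away from the 100% baseline, either lowered as inhibitor or raised as activator; inconclusive means flagged as likely green fluorescent, judged across all proteins in the well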;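 further: 0% = unlabeled GTP competition control and 100% = no-compound control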
Target sequence (P01112 whole entry, looked up): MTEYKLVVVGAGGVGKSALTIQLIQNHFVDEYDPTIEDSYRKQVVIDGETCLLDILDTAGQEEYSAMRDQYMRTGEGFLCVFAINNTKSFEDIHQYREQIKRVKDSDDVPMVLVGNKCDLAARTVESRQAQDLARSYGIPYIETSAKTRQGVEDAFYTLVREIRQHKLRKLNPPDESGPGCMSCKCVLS
Avidin bead fluor: avidin bead compound fluorescence profile; 220,000 tested, 0.38% active; fluorescence (KMESF) at 10 µM; Avidin beads, compound fluorescence 488/530 nm, flow cytometry; hits give high values; AID 1775; in the data active means fluorescence above about 47; further: inactives centre near 10
ABCB1 inh: inhibitors of human ABCB1 transporter, ABCG2 counter-screen; P08183; CCRF-Adr cells, JC-1 efflux, flow cytometry; inhibition, % at 6.6 µM; 190,000 tested, 0.067% active; AID 1326; in the data active means inhibition above about 40%;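 further: 0% = vehicle and 100% = reference inhibitor; higher value means more JC-1 retained so stronger ABCB1 efflux block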
Rab2 wt GTP: changes GTP binding to wildtype dog Rab2A, up or down; P61105; GST-Rab2 wt beads, Bodipy-GTP binding, flow cytometry; GTP binding activity, % at 10 µM; 190,000 tested, 0.19% active; AID 760;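 active means GTP binding activity at least 20 points away from 100%, either lowered or raised; inconclusive means signal likely due to the compound's own green fluorescence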;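 further: 0% = beads with excess unlabeled GTP and 100% = no-compound control corrected for plate trend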
Rab7 wt GTP bind: alters GTP binding to wildtype dog Rab7 | 190,000 tested, 0.055% active | GST-Rab7 beads, fluorescent GTP binding, flow cytometry; actives lie on both sides; untreated = 100%, excess cold GTP = 0% | GTP binding activity (percent of control), % at 10 µM;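 active means fluorescent GTP binding to Rab7 beads changed by at least 20 points from the 100% baseline, either direction, mostly lower; inconclusive means compound itself probably fluorescent, or too few beads counted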;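 further: median green fluorescence of bound Bodipy-FL-GTP per Rab7 bead population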
Pf gametocyte: inhibitors of late stage P. falciparum gametocyte viability. P. falciparum stage V gametocytes, ATP luminescence, 24 h. inhibition, % at 10.9 µM. 150,000 tested, 0.065% active. AID 743093;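 active means inhibition above the mean plus 3 SD of compounds within the control limits, set per campaign, cut at about 38% in these data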;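 further: 0% = DMSO wells and 100% = medium only without gametocytes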
GSH bead fluor: GSH bead compound fluorescence profile; GSH beads flow cytometry, compound fluorescence 488/530 nm; hits give high values; AID 1776; 190,000 tested, 0.25% active; fluorescence (KMESF) at 10 µM; in the data active means fluorescence above about 89;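 further: glutathione beads carrying GST-tagged Bcl family fusion proteins plus one bare bead set; values are compound well signal with DMSO vehicle wells as background; inactives centre near 16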
Rac1 wt GTP bind: human Rac1 wildtype GTP binding, inhibitors and activators; GST-Rac1 beads, fluorescent GTP binding, flow cytometry; actives lie on both sides; 0 = cold GTP competed, 100 = untreated; GTP binding activity (% of control), % at 10 µM; 190,000 tested, 0.27% active; AID 757;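 active means GTP binding activity at least 20 points away from the 100% control level, either lower or higher; inconclusive means compound flagged as likely green fluorescent, judged across all proteins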
Cdc42 wt GTP: modulators (inhibitors or activators) of GTP binding to human Cdc42 wildtype; GST-Cdc42 beads, Bodipy-GTP binding, flow cytometry; actives lie on both sides; percent activity (GTP binding), % at 10 µM; 190,000 tested, 0.2% active;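 active means percent activity GTP binding at least 20 points away from the 100% baseline, either down as inhibitor or up as activator; inconclusive means compound flagged as likely green fluorescent from well-wide comparison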;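 further: median bead fluorescence of bound Bodipy-FL-GTP at 100 nM; 0% = excess unlabeled GTP control and 100% = no compound control; below 100% means less GTP binding so inhibitor and above means activator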
Target sequence (P60953 whole entry, looked up): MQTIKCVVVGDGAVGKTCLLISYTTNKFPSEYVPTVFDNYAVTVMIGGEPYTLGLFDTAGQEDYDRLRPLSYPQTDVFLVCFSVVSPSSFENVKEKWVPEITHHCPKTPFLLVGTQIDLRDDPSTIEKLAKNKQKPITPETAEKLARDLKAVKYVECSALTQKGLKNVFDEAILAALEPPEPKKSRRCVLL
* hit, by the source's call.

`Cc1nc2c(C(=O)NCCC(C)C)c[nH]n2c(=O)c1Cc1ccccc1F` gave Rac1 act GTP bind 98, ABCG2 block 3, HRas wt GTP 98, Avidin bead fluor 30, ABCB1 inh 0.5, Rab2 wt GTP 98, Rab7 wt GTP bind 96, GSH bead fluor 23, Rac1 wt GTP bind 98 and Cdc42 wt GTP 99.
For COc1ccc(C)cc1S(=O)(=O)N(CC(=O)N1CCOCC1)Cc1ccccc1 the results were Rac1 act GTP bind 99, ABCG2 block 8, HRas wt GTP 104, Avidin bead fluor 12, ABCB1 inh 1.1, Rab2 wt GTP 104, Rab7 wt GTP bind 102, GSH bead fluor 32, Rac1 wt GTP bind 106 and Cdc42 wt GTP 102.
Screening CCOC(=O)CSc1nnc(CNC(=O)c2ccc(OC)cc2OC)n1C returned Rac1 act GTP bind 98, ABCG2 block 2, HRas wt GTP 108, Avidin bead fluor 11, ABCB1 inh 0.8, Rab2 wt GTP 109, Rab7 wt GTP bind 106, GSH bead fluor 13, Rac1 wt GTP bind 103 and Cdc42 wt GTP 106.
`COc1ccc(-c2nnc(SCC#CCO)o2)cc1OC` gave Rac1 act GTP bind 101, ABCG2 block 3, HRas wt GTP 104, Avidin bead fluor 4, ABCB1 inh 0.5, Rab2 wt GTP 104, Rab7 wt GTP bind 104, Pf gametocyte -21, GSH bead fluor 54, Rac1 wt GTP bind 106 and Cdc42 wt GTP 103.
CCOC(=O)/C=c1\s/c(=C\c2ccc(C)cc2)c(=O)n1CC(=O)NCc1ccco1 was read as Rac1 act GTP bind 103, ABCG2 block 4, HRas wt GTP 101, Avidin bead fluor 12, ABCB1 inh 0.6, Rab2 wt GTP 103, Rab7 wt GTP bind 101, Pf gametocyte 23, GSH bead fluor 5, Rac1 wt GTP bind 106 and Cdc42 wt GTP 104.
For O=c1c2sc3nc(N4CCOCC4)c4c(c3c2nnn1Cc1ccccc1)CCCC4 the results were Rac1 act GTP bind 96, ABCG2 block 5, HRas wt GTP 99, Avidin bead fluor 9, ABCB1 inh 2.6, Rab2 wt GTP 95, Rab7 wt GTP bind 98, GSH bead fluor 7, Rac1 wt GTP bind 99 and Cdc42 wt GTP 99.
Cc1ccc(N2CCN(CCCN3C(=O)C4CCCN4C3=O)CC2)cc1 (stereo not given) was read as Rac1 act GTP bind 99, ABCG2 block 5, HRas wt GTP 101, Avidin bead fluor 3, ABCB1 inh 1.5, Rab2 wt GTP 100, Rab7 wt GTP bind 103, Pf gametocyte -6, GSH bead fluor 7, Rac1 wt GTP bind 104 and Cdc42 wt GTP 103.
Screening O=C(NCc1ccccn1)c1c(O)c2cccc3c2n(c1=O)CC3 returned Rac1 act GTP bind 96, ABCG2 block 9, HRas wt GTP 100, Avidin bead fluor 30, ABCB1 inh 0.5, Rab2 wt GTP 101, Rab7 wt GTP bind 98, GSH bead fluor 10, Rac1 wt GTP bind 102 and Cdc42 wt GTP 101.
`CCOc1ccc(N(C(=O)c2cnccn2)C(C(=O)NC2CCCCC2)c2ccc(O)cc2)cc1` (stereo not given) gave Rac1 act GTP bind 96, ABCG2 block 0, HRas wt GTP 95, Avidin bead fluor 15, ABCB1 inh 0.0, Rab2 wt GTP 96, Rab7 wt GTP bind 105, Pf gametocyte 12, GSH bead fluor 54, Rac1 wt GTP bind 98 and Cdc42 wt GTP 96.
Cc1ccc(C(=O)NC(=S)Nc2ccc(S(=O)(=O)N(C)c3ccccc3)cc2)cc1 was read as Rac1 act GTP bind 94, ABCG2 block 1, HRas wt GTP 100, Avidin bead fluor 8, ABCB1 inh 0.2, Rab2 wt GTP 98, Rab7 wt GTP bind 100, Pf gametocyte 1, GSH bead fluor 39, Rac1 wt GTP bind 101 and Cdc42 wt GTP 100.
COc1cccc2c(=O)c(C(=O)NCc3cccs3)c[nH]c12 was read as Rac1 act GTP bind 98, ABCG2 block 10, HRas wt GTP 102, Avidin bead fluor 8, ABCB1 inh 0.5, Rab2 wt GTP 101, Rab7 wt GTP bind 100, Pf gametocyte 5, GSH bead fluor 27, Rac1 wt GTP bind 101 and Cdc42 wt GTP 101.
Screening O=C(O)c1cccc(-c2nc3ccccc3[nH]2)c1 returned Rac1 act GTP bind 99, ABCG2 block -3, HRas wt GTP 99, Avidin bead fluor 10, ABCB1 inh -0.3, Rab2 wt GTP 99, Rab7 wt GTP bind 96, Pf gametocyte 6, GSH bead fluor 18, Rac1 wt GTP bind 101 and Cdc42 wt GTP 100.
`CN(C)S(=O)(=O)c1cccc(-n2sc3ccccc3c2=O)c1` gave Rac1 act GTP bind 95, ABCG2 block -2, HRas wt GTP 94, Avidin bead fluor 4, ABCB1 inh 0.2, Rab2 wt GTP 94, Rab7 wt GTP bind 98, GSH bead fluor 9, Rac1 wt GTP bind 100 and Cdc42 wt GTP 95.
`CC12CCC(C(=O)N3CCCCCC3)(OC1=O)C2(C)C` (stereo not given) gave Rac1 act GTP bind 99, ABCG2 block 0, HRas wt GTP 107, Avidin bead fluor 7, ABCB1 inh -0.1, Rab2 wt GTP 102, Rab7 wt GTP bind 104, Pf gametocyte 2, GSH bead fluor 42, Rac1 wt GTP bind 110 and Cdc42 wt GTP 104.
Screening N#Cc1c(N2CCN(c3ccc(F)cc3)CC2)nc(N)c2c(N)nc3c(c12)CC(=O)N3C1CC1 returned Rac1 act GTP bind inconclusive, ABCG2 block -1, HRas wt GTP inconclusive, Avidin bead fluor 8, ABCB1 inh -0.4, Rab2 wt GTP inconclusive, Rab7 wt GTP bind inconclusive, Pf gametocyte -17, GSH bead fluor 13, Rac1 wt GTP bind inconclusive and Cdc42 wt GTP inconclusive.
Screening COc1ccc(-n2cnnc2SCC(=O)Nc2ccc(N3CCOCC3)cc2)cc1 returned Rac1 act GTP bind 97, ABCG2 block 7, HRas wt GTP 100, Avidin bead fluor 11, ABCB1 inh 0.9, Rab2 wt GTP 97, Rab7 wt GTP bind 99, GSH bead fluor 35, Rac1 wt GTP bind 101 and Cdc42 wt GTP 101.
For Cc1ccc(Nc2cnn(C34CC5CC(CC(CC(=O)O)(C5)C3)C4)c(=O)c2Cl)cc1 the results were Rac1 act GTP bind 96, ABCG2 block 0, HRas wt GTP 98, Avidin bead fluor 2, ABCB1 inh 0.0, Rab2 wt GTP 98, Rab7 wt GTP bind 101, GSH bead fluor 31, Rac1 wt GTP bind 99 and Cdc42 wt GTP 100.
O=C(COc1ncnc2c(Cl)cc(Cl)cc12)Nc1cc([N+](=O)[O-])ccc1Cl was read as Rac1 act GTP bind 99, ABCG2 block 0, HRas wt GTP 99, Avidin bead fluor 14, ABCB1 inh -0.2, Rab2 wt GTP 97, Rab7 wt GTP bind 98, GSH bead fluor 2, Rac1 wt GTP bind 100 and Cdc42 wt GTP 100.
Screening COc1cc(OC)c(S(=O)(=O)Nc2ccccc2N2CCOCC2)cc1NC(C)=O returned Rac1 act GTP bind 96, ABCG2 block 1, HRas wt GTP 102, Avidin bead fluor 13, ABCB1 inh -0.1, Rab2 wt GTP 98, Rab7 wt GTP bind 101, Pf gametocyte 3, GSH bead fluor 14, Rac1 wt GTP bind 100 and Cdc42 wt GTP 101.
For CCOC(=O)CSc1nc(=O)n2cccc(C)c2n1 the results were Rac1 act GTP bind 98, ABCG2 block 2, HRas wt GTP 99, Avidin bead fluor 9, ABCB1 inh 0.9, Rab2 wt GTP 100, Rab7 wt GTP bind 97, Pf gametocyte 15, GSH bead fluor 12, Rac1 wt GTP bind 98 and Cdc42 wt GTP 99.
Screening CC(C)NC(=O)c1ccc2c(=O)n(Cc3ccco3)c(=S)[nH]c2c1 returned Rac1 act GTP bind 100, ABCG2 block 2, HRas wt GTP 105, Avidin bead fluor 15, ABCB1 inh 0.0, Rab2 wt GTP 106, Rab7 wt GTP bind 103, Pf gametocyte 6, GSH bead fluor 15, Rac1 wt GTP bind 104 and Cdc42 wt GTP 104.
O=C(NCCCN1CCN(Cc2ccccc2)CC1)C1CCN(S(=O)(=O)N2CCCC2)CC1 was read as Rac1 act GTP bind 98, ABCG2 block 2, HRas wt GTP 99, Avidin bead fluor 16, ABCB1 inh 0.5, Rab2 wt GTP 101, Rab7 wt GTP bind 99, Pf gametocyte -7, GSH bead fluor 17, Rac1 wt GTP bind 97 and Cdc42 wt GTP 100.
For O=C(CSc1nnc(-c2ccc(O)cc2)n1Cc1ccco1)N1CCc2ccccc2C1 the results were Rac1 act GTP bind 98, ABCG2 block 4, HRas wt GTP 98, Avidin bead fluor 10, ABCB1 inh 0.5, Rab2 wt GTP 98, Rab7 wt GTP bind 99, Pf gametocyte 8, GSH bead fluor 9, Rac1 wt GTP bind 100 and Cdc42 wt GTP 100.
COc1cc(NC(=O)Cc2nn(C)c(=O)c3ccccc23)cc(OC)c1 was read as Rac1 act GTP bind 95, ABCG2 block 1, HRas wt GTP 99, Avidin bead fluor 37, ABCB1 inh 0.3, Rab2 wt GTP 99, Rab7 wt GTP bind 98, GSH bead fluor 25, Rac1 wt GTP bind 95 and Cdc42 wt GTP 101.
Screening COC(=O)c1ccc(CSc2nc(C)nc3c2c(=O)n(C)c(=O)n3C)o1 returned Rac1 act GTP bind 98, ABCG2 block 3, HRas wt GTP 98, Avidin bead fluor 4, ABCB1 inh 0.9, Rab2 wt GTP 97, Rab7 wt GTP bind 98, GSH bead fluor 20, Rac1 wt GTP bind 105 and Cdc42 wt GTP 100.
`C=CCn1c(CCCOc2ccc(Cl)cc2Cl)n[nH]c1=S` gave Rac1 act GTP bind 101, ABCG2 block 3, HRas wt GTP 101, Avidin bead fluor 14, ABCB1 inh -0.2, Rab2 wt GTP 102, Rab7 wt GTP bind 99, Pf gametocyte -11, GSH bead fluor 13, Rac1 wt GTP bind 103 and Cdc42 wt GTP 98.
`Cc1csc(N2CCCC2=O)n1` gave Rac1 act GTP bind 96, ABCG2 block -2, HRas wt GTP 97, Avidin bead fluor 22, ABCB1 inh -0.6, Rab2 wt GTP 98, Rab7 wt GTP bind 99, Pf gametocyte 24, GSH bead fluor 12, Rac1 wt GTP bind 97 and Cdc42 wt GTP 97.
For c1cncc(-c2nnc3sc(-c4ccco4)nn23)c1 the results were Rac1 act GTP bind 94, ABCG2 block -2, HRas wt GTP 96, Avidin bead fluor 6, ABCB1 inh -2.0, Rab2 wt GTP 96, Rab7 wt GTP bind 99, Pf gametocyte 5, GSH bead fluor 34, Rac1 wt GTP bind 98 and Cdc42 wt GTP 95.

High-throughput results as filed in PubChem BioAssay.
